OX1R antag-1 – OX1R (HCRTR1) antagonists, primary screen, fluorescence, CHO/OX1R cells, Fluo-8 calcium, orexin A; Fluo-8 calcium fluorescence; inhibition, % at 5 µM; hit rate 0.43% among 330,000; AID 434989, 2010;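 active = inhibition above its plate's threshold, mean inhibition of all tested compounds on the plate plus 3 SD, cut at about 37% in these data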;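 also: 0% = orexin A challenge wells and 100% = SB-334867-A antagonist wells; not every result past the cut was called active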
Target sequence (O43613 whole entry, looked up): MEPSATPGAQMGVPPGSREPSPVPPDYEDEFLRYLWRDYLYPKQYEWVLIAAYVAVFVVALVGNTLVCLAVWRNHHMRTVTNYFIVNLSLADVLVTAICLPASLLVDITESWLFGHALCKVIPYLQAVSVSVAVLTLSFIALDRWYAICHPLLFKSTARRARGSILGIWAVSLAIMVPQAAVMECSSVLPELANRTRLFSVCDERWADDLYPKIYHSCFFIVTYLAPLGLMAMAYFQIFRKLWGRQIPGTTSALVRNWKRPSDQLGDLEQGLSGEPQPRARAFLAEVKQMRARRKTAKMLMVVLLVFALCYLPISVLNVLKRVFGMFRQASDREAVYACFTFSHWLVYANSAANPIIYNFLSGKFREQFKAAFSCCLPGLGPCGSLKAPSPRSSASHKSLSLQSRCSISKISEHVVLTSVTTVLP
OX1R antag-2 – antagonists of human orexin 1 receptor (OX1R); Orexin/Hypocretin receptor type 1 (Homo sapiens), O43613; OX1R-expressing cells, FRET antagonist read-out; inhibition, % at 6.6 µM; hit rate 1.8% among 330,000; AID 485270, 2010; in the data active = inhibition mostly above about 38%, no sharp cut-off; inactive = mostly below about 40%;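 also: 0% = agonist challenge alone and 100% = reference antagonist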
* = called active by the depositor.

Results for Cc1c(NC(=O)CNCc2ccc3c(c2)OCO3)c(=O)n(-c2ccccc2)n1C ?
OX1R antag-1: -23; OX1R antag-2: 5

Results for C/C(=N\NC(=S)NCc1ccccc1)c1ccc2ccccc2c1 ?
OX1R antag-1: -18; OX1R antag-2: 7

What do the screens show for `CC(=O)c1cccc(-n2c(CCC(=O)O)ccc2-c2cccs2)c1`?
OX1R antag-1: -23; OX1R antag-2: 4

How did Cc1cc(NC(=O)CSc2nc3c(sc4ccccc43)c(=O)n2CCc2ccccc2)n[nH]1 do in these assays?
OX1R antag-1: -6; OX1R antag-2: 14

Results for CCCOc1ccc(N2C(=O)CC(N(Cc3ccc(S(N)(=O)=O)cc3)C(=O)CC)C2=O)cc1 (centres undefined) ?
OX1R antag-1: -17; OX1R antag-2: 7

Results for Cc1nc(SCC(=O)Nc2ccc(OCc3ccccc3)cc2)n[nH]1 ?
OX1R antag-1: -4; OX1R antag-2: 18

Results for O=C(Cn1c2[n+](c3ccccc31)CC(O)CS2)c1ccccc1 (centres undefined) ?
OX1R antag-1: 3; OX1R antag-2: -5

What do the screens show for `COc1cc(/C=C/c2cccc[n+]2C)ccc1OCC(=O)Nc1ccccc1C`?
OX1R antag-1: -14; OX1R antag-2: 12

Results for COc1cccc(CNC(=O)Cn2nc(C)c3c(C)n(-c4ccc(C)cc4)nc3c2=O)c1OC ?
OX1R antag-1: -33; OX1R antag-2: 14

What do the screens show for `Nc1c(-c2cccc(Cl)c2)cnn1-c1cccc([N+](=O)[O-])c1`?
OX1R antag-1: -10; OX1R antag-2: 23

Results for CCCCC1CCC(C(=O)N(CC(C)C)c2c(N)n(Cc3ccccc3)c(=O)[nH]c2=O)CC1 (centres undefined) ?
OX1R antag-1: -24; OX1R antag-2: 18

Results for O=Cc1ccc(Oc2cnccn2)cc1 ?
OX1R antag-1: -5; OX1R antag-2: 7

How did OCCNCCSc1nc(C2CCCCC2)n(-c2ccccc2Cl)n1 do in these assays?
OX1R antag-1: -19; OX1R antag-2: 17

How did Nc1ccc(C(=O)N2CCCC2)cc1 do in these assays?
OX1R antag-1: -20; OX1R antag-2: 1

What do the screens show for `O=C(NC(Cc1c[nH]c2ccccc12)C(=O)NCCCN1CCOCC1)c1cccs1` (centres undefined)?
OX1R antag-1: -9; OX1R antag-2: 6

How did Cc1ccc(C)c(NC(=O)COC(=O)c2ccc(S(=O)(=O)N3CCCCC3)cc2)c1 do in these assays?
OX1R antag-1: -2; OX1R antag-2: -1

What do the screens show for `CCCCN(C(C)=O)c1c(N)n(CCC)c(=O)n(CC(=O)Nc2cc(Cl)cc(Cl)c2)c1=O`?
OX1R antag-1: -14; OX1R antag-2: 9

Results for O=C1C2CC=C(Cl)CC2C(=O)N1CCc1c[nH]c2ccccc12 (centres undefined) ?
OX1R antag-1: 11; OX1R antag-2: 11

What do the screens show for `c1cc2c(cnc3cscc32)s1`?
OX1R antag-1: 4; OX1R antag-2: -4

Results for CCOC(=O)Cc1csc(NC(=S)NC(=O)c2cc(OC)cc(OC)c2)n1 ?
OX1R antag-1: -21; OX1R antag-2: 6

How did Cc1ccc(NC(=O)c2ccc(S(=O)(=O)NCC3CCCO3)cc2)cc1 (centres undefined) do in these assays?
OX1R antag-1: -10; OX1R antag-2: 3

How did C=CCOn1c(=O)c(-c2ccc(OCC)cc2)[n+]([O-])c2ccccc21 do in these assays?
OX1R antag-1: -16; OX1R antag-2: 24

How did COc1ccccc1N1CCN(C2CCN(C(=O)COc3cccc(C)c3)CC2)CC1 do in these assays?
OX1R antag-1: -17; OX1R antag-2: 5

What do the screens show for `C/C(=N/NC(=O)CNC(=O)c1cccc(F)c1)c1ccc2c(c1)CCCC2`?
OX1R antag-1: -32; OX1R antag-2: -8

What do the screens show for `CCOc1ccc(C(=O)NCC(=O)N2CCC3(CC2)NCCc2[nH]cnc23)cc1`?
OX1R antag-1: 11; OX1R antag-2: -6

Results for COc1ccc(C(=O)NC(C)c2nccs2)cc1OC1CCN(C(C)C)CC1 (centres undefined) ?
OX1R antag-1: -2; OX1R antag-2: 5

How did COC(=O)c1sc2ccc(C)cc2c1C(=O)OC do in these assays?
OX1R antag-1: -9; OX1R antag-2: 11

Results for O=C1CC(c2ccc(S(=O)(=O)N3CCCCC3)cc2)CN1 (centres undefined) ?
OX1R antag-1: -12; OX1R antag-2: 3

What do the screens show for `O=C(O)COc1ccccc1/C=N/NC(=O)/C(=C\c1ccc2c(c1)OCO2)NC(=O)c1ccccc1`?
OX1R antag-1: -19; OX1R antag-2: 14

Results for Cc1cc(C)c(C)c(S(=O)(=O)N2CCN(C(=O)c3ccccn3)CC2)c1C ?
OX1R antag-1: 1; OX1R antag-2: 2

How did O=S(=O)(Nc1ccc(O)c2ccccc12)c1ccc(Br)cc1 do in these assays?
OX1R antag-1: -24; OX1R antag-2: 20

What do the screens show for `COc1ccc(CC(=O)OCC(=O)Nc2ccc3c(c2)OCO3)cc1OC`?
OX1R antag-1: 2; OX1R antag-2: 14

Results for CCOC(=O)c1cnc2c(c(C)nn2CC)c1NCCN1CCOCC1 ?
OX1R antag-1: -30; OX1R antag-2: 27

Results for CC1C(=O)N2CCCc3cc(NC(=O)c4ccccc4F)cc1c32 (centres undefined) ?
OX1R antag-1: -27; OX1R antag-2: 2

What do the screens show for `CCN(CC)Cc1c(O)ccc2c([N+](=O)[O-])c(C)n(-c3ccc(OC)cc3)c12`?
OX1R antag-1: -18; OX1R antag-2: 2

How did CCn1ncc(C2=NOC(C(=O)Nc3ccc4c(c3)OCO4)C2)c1C (centres undefined) do in these assays?
OX1R antag-1: -4; OX1R antag-2: 2

What do the screens show for `C=CCn1c(SCC(N)=O)nnc1-c1cc(Br)ccc1O`?
OX1R antag-1: -8; OX1R antag-2: 5

Results for O=C(O)[C@@H]1[C@@H]2C[C@@H]2CN1c1ncccc1[N+](=O)[O-] ?
OX1R antag-1: -28; OX1R antag-2: 21

How did CCOC(=O)CCCn1nc(C)n2c(cc3sccc32)c1=O do in these assays?
OX1R antag-1: -29; OX1R antag-2: 25

How did COc1ccc2[nH]c3c(NCCN4CCCCC4)ncnc3c2c1 do in these assays?
OX1R antag-1: -7; OX1R antag-2: 3

3 structures already listed, sorted by molar mass, smallest number first:
Results for O=C(O)[C@@H]1[C@@H]2C[C@@H]2CN1c1ncccc1[N+](=O)[O-] ?
OX1R antag-1: -28; OX1R antag-2: 21

How did CCOC(=O)CCCn1nc(C)n2c(cc3sccc32)c1=O do in these assays?
OX1R antag-1: -29; OX1R antag-2: 25

How did CCn1ncc(C2=NOC(C(=O)Nc3ccc4c(c3)OCO4)C2)c1C (centres undefined) do in these assays?
OX1R antag-1: -4; OX1R antag-2: 2

Structural class, the compounds so far containing a halogen (eight)
What do the screens show for `Nc1c(-c2cccc(Cl)c2)cnn1-c1cccc([N+](=O)[O-])c1`?
OX1R antag-1: -10; OX1R antag-2: 23

How did OCCNCCSc1nc(C2CCCCC2)n(-c2ccccc2Cl)n1 do in these assays?
OX1R antag-1: -19; OX1R antag-2: 17

What do the screens show for `CCCCN(C(C)=O)c1c(N)n(CCC)c(=O)n(CC(=O)Nc2cc(Cl)cc(Cl)c2)c1=O`?
OX1R antag-1: -14; OX1R antag-2: 9

Results for O=C1C2CC=C(Cl)CC2C(=O)N1CCc1c[nH]c2ccccc12 (centres undefined) ?
OX1R antag-1: 11; OX1R antag-2: 11

What do the screens show for `C/C(=N/NC(=O)CNC(=O)c1cccc(F)c1)c1ccc2c(c1)CCCC2`?
OX1R antag-1: -32; OX1R antag-2: -8

How did O=S(=O)(Nc1ccc(O)c2ccccc12)c1ccc(Br)cc1 do in these assays?
OX1R antag-1: -24; OX1R antag-2: 20

Results for CC1C(=O)N2CCCc3cc(NC(=O)c4ccccc4F)cc1c32 (centres undefined) ?
OX1R antag-1: -27; OX1R antag-2: 2

What do the screens show for `C=CCn1c(SCC(N)=O)nnc1-c1cc(Br)ccc1O`?
OX1R antag-1: -8; OX1R antag-2: 5

(next part)
What do the screens show for `CC(C)NC(=O)Nc1cccc2c1O[C@H](CN(C)S(C)(=O)=O)[C@@H](C)CN([C@H](C)CO)C2=O`?
OX1R antag-1: -3; OX1R antag-2: -1

What do the screens show for `CCOCCn1ccc2c(OCC(=O)NCCc3ccc(OC)c(OC)c3)cccc2c1=O`?
OX1R antag-1: -35; OX1R antag-2: 25

How did CSc1nc2c(c(=O)[nH]1)C(c1cccc(Cl)c1Cl)CC(=O)N2 (centres undefined) do in these assays?
OX1R antag-1: -23; OX1R antag-2: 10

Results for O=C(CCOc1ccccc1)Nc1cccc(S(=O)(=O)Nc2ccccc2Cl)c1 ?
OX1R antag-1: 57*; OX1R antag-2: 55

What do the screens show for `COc1cc(S(=O)(=O)N(C)C)ccc1F`?
OX1R antag-1: 8; OX1R antag-2: 0

How did CC1CCCCN1C(=O)c1ccccc1OC1CCN(S(C)(=O)=O)CC1 (centres undefined) do in these assays?
OX1R antag-1: -10; OX1R antag-2: 11

What do the screens show for `Nc1nonc1-c1nc2ccccc2n1Cc1ccccc1`?
OX1R antag-1: -18; OX1R antag-2: 37

How did COc1ccc(OCC(=O)Nc2ccc(N3CCOCC3)c(Cl)c2)cc1 do in these assays?
OX1R antag-1: -5; OX1R antag-2: 19

What do the screens show for `COC(=O)C1=C(C)NC(=O)NC1c1ccc2ccccc2c1` (centres undefined)?
OX1R antag-1: -9; OX1R antag-2: 7

How did CCCCCn1c(N)c(-c2nc3ccccc3s2)c2c([N+](=O)[O-])nn(CC)c(=O)c21 do in these assays?
OX1R antag-1: -6; OX1R antag-2: 10

Results for Cc1oc(-c2cccc(Cl)c2)nc1CS(=O)(=O)CC(=O)NCCCN1CCOCC1 ?
OX1R antag-1: -21; OX1R antag-2: 6

What do the screens show for `CCOC(=O)c1c(C)n(-c2ccccc2)c2ccc(OCCN(C)C)cc12`?
OX1R antag-1: -30; OX1R antag-2: -3

What do the screens show for `CCCOc1cccc(C(=O)NC(=S)Nc2ccccc2)c1`?
OX1R antag-1: -28; OX1R antag-2: 10

How did Cc1ccn2c(c1)nc(=O)c1cc(S(=O)(=O)N3CCCCC3)ccc12 do in these assays?
OX1R antag-1: -4; OX1R antag-2: 5

What do the screens show for `COc1ccc(C(=O)N2CCN(C(=O)c3ccncc3)CC2)cc1`?
OX1R antag-1: 1; OX1R antag-2: 26

How did O=C(NCCCCc1ccccc1)C12CN(Cc3ccccc3)CC1C(c1ccc([N+](=O)[O-])cc1)=NO2 (centres undefined) do in these assays?
OX1R antag-1: -2; OX1R antag-2: 20

How did CCCn1c(C(C)Nc2nc(-c3cccc(Br)c3)cs2)nc2ccccc21 (centres undefined) do in these assays?
OX1R antag-1: -50; OX1R antag-2: 32

Results for COc1cccc(CN(C)C(=O)CCN=C2NS(=O)(=O)c3ccccc32)c1 ?
OX1R antag-1: -8; OX1R antag-2: 1

How did Cn1c(C(=O)OC(C(=O)NC2CCCCC2)c2ccccn2)cc2sccc21 (centres undefined) do in these assays?
OX1R antag-1: -8; OX1R antag-2: 28

How did Cc1cccc(C)c1OCC(=O)N/N=C/c1ccncc1 do in these assays?
OX1R antag-1: -8; OX1R antag-2: 20

How did COc1cc2c(cc1OC)C1=C(C#N)CN(C3CCCCC3)CN1CC2 do in these assays?
OX1R antag-1: -31; OX1R antag-2: 7

How did COc1cc(CNC2CCCCCCC2)ccc1OCC(N)=O do in these assays?
OX1R antag-1: -23; OX1R antag-2: 10

What do the screens show for `COc1ccc(-c2nnn(Cc3ccccc3F)n2)cc1`?
OX1R antag-1: 2; OX1R antag-2: 31

What do the screens show for `COc1ccc(NC(=O)C/C(C)=N/NC(=O)C(=O)Nc2cccc(Cl)c2C)c(OC)c1`?
OX1R antag-1: -14; OX1R antag-2: 9

How did C=C1c2ccccc2S(=O)(=O)N(Cc2ccccc2)C1COCc1ccccc1 (centres undefined) do in these assays?
OX1R antag-1: -7; OX1R antag-2: 32

What do the screens show for `COc1ccc2c(c1)c1ncn(CCN3CCCCC3)c(=O)c1n2C`?
OX1R antag-1: -7; OX1R antag-2: 26

How did CC(Oc1ccc(F)cc1)C(=O)Nc1cc(Cl)ccc1-n1cncn1 (centres undefined) do in these assays?
OX1R antag-1: -12; OX1R antag-2: 14

What do the screens show for `O=C(Nc1ccc(F)cc1Cl)C1CCN(C(=O)Nc2ccccc2)CC1`?
OX1R antag-1: -5; OX1R antag-2: 8

How did CCOC(=O)N/N=C(\C)c1ccc(Br)cc1 do in these assays?
OX1R antag-1: -18; OX1R antag-2: 5

How did COc1ccc(OCc2cc(C(=O)NC(C)Cc3ccccn3)no2)c(Cl)c1 (centres undefined) do in these assays?
OX1R antag-1: -13; OX1R antag-2: 15

Results for CCCN1CCN(C(=O)c2ccc(F)c(S(=O)(=O)N3CCOCC3)c2)CC1 ?
OX1R antag-1: -11; OX1R antag-2: 7

Results for N#CCc1ccc(NC(=O)Nc2cccc3ccccc23)cc1 ?
OX1R antag-1: 7; OX1R antag-2: 16

What do the screens show for `O=C(NC1CCN(S(=O)(=O)c2ccccc2)CC1)c1cccc(F)c1`?
OX1R antag-1: -16; OX1R antag-2: 4

How did O=C(NN=C1CCCCC1)c1cc(-c2ccccc2)n[nH]1 do in these assays?
OX1R antag-1: 4; OX1R antag-2: 16

How did Cc1ccc(NC(=O)OCc2cncs2)cc1 do in these assays?
OX1R antag-1: -7; OX1R antag-2: 12

Results for Cc1ccc(NC2CCCN(C(=O)c3cccnc3)C2)cc1C (centres undefined) ?
OX1R antag-1: -11; OX1R antag-2: 7

How did COc1cccc(NC(=O)C23CCC(C)(C(=O)O2)C3(C)C)c1 (centres undefined) do in these assays?
OX1R antag-1: -12; OX1R antag-2: 27

Results for COc1ccc(Nc2nc3ccc(C)cc3n3cnnc23)cc1Cl ?
OX1R antag-1: -17; OX1R antag-2: 21

What do the screens show for `COc1cc2c(cc1OC)CN(C(=O)COc1ccccc1[N+](=O)[O-])CC2`?
OX1R antag-1: -13; OX1R antag-2: 45

What do the screens show for `Cc1cc[n+](-c2[nH]c(=O)sc2/C=N/NC([S-])=Nc2ccccc2)cc1`?
OX1R antag-1: -5; OX1R antag-2: 43
